From PubChem BioAssay
MC4R antagonist – blocks human MC4R cAMP signaling | P32245 | MC4R-expressing cells, MTII-stimulated cAMP, LANCE TR-FRET | inhibition, % at 6.5 µM | hit rate 0.48% among 360,000 | AID 540295;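 active = inhibition above its plate's cutoff, the mean of tested wells on that plate plus 3 SD, cut at about 29% in these data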;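 also: 0% = Melanotan II alone and 100% = Melanotan II plus saturating MCL0020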
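Assay system: U2OS cells stably expressing human melanocortin 4 receptor (MC4R) / Dosing: 6.5 µM / Timing: compound 30 min, challenge 1 h, detection 1 h / Measured by: Eu-cAMP/anti-cAMP TR-FRET, emission 671 nm / Replicates: singlicate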
COUP-TFII inh – blocks human COUP-TFII nuclear receptor | P24468 | inhibition, % at 8.6 µM | hit rate 0.7% among 370,000 | HEK293T NGFI-A luciferase reporter, luminescence;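 active = inhibition above a per-plate cutoff, mean inhibition of test wells between control levels plus 3 SD, cut at about 38% in these data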;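 also: cells cotransfected with COUP-TFII expression vector driving the NGFI-A reporter; 0% = median of COUP-TF2 test wells and 100% = reporter-only cells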
MC4R barr agon – human MC4R agonism via beta-arrestin. U2OS MC4R beta-arrestin complementation, luminescence; percent of melanotan II response, DMSO zero. activation, % at 8.9 µM. hit rate 0.98% among 360,000. AID 540308;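 active = activation above a per-plate cutoff, the mean activation of sample wells on that plate plus 3 SD, cut at about 8% in these data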
SRC3 inh – inhibitors of human steroid receptor coactivator 3 (SRC3); AID 588352; HEK293 GAL4-SRC3 luciferase reporter, luminescence; Q9Y6Q9; hit rate 0.17% among 360,000; inhibition, % at 3.6 µM;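 active = inhibition above a per-campaign cutoff, the mean of all compounds plus 3 SD, cut at about 60% in these data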;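 also: 0% = DMSO-treated cells and 100% = gossypol-treated cells at 36 µM; higher means less SRC3-driven luciferase light from the GAL4 reporter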
NOD2 RIPK2 PPI – blocks binding of human NOD2 to RIPK2 | O43353 | inhibition, % at 4.98 µM | CHO BLA complementation NOD2-RIPK2, CCF4 ratio | hit rate 0.38% among 360,000 | AID 624267; in the data active = inhibition above about 21%;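 also: 0% = vehicle only and 100% = reference blocker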
Target sequence (O43353 whole entry, looked up): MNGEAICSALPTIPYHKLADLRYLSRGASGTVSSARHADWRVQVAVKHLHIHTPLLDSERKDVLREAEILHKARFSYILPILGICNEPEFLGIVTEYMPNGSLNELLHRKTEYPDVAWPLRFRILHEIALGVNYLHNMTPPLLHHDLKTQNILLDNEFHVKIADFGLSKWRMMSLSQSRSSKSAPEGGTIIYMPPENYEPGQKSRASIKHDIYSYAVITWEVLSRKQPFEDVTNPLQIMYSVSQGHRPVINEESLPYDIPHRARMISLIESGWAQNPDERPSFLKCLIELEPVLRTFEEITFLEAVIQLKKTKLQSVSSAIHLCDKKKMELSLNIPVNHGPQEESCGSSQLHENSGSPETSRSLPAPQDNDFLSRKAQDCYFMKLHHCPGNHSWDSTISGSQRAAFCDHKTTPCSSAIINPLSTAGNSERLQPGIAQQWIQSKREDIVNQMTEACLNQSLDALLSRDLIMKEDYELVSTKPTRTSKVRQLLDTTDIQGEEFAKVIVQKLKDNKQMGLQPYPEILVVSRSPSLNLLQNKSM
TLR9-MyD88 inh – blocks human TLR9 binding to MyD88; Q9NR96+Q99836; CHO BLA complementation TLR9-MyD88, CCF4 FRET ratio; inhibition, % at 4.98 µM; hit rate 0.21% among 340,000;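 active = inhibition above the mean over all tested compounds plus 3 SD, cut at about 21% in these data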;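 also: 0% = DMSO only wells and 100% = clavulanate BLA inhibitor control wells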
LRH-1 inv ag – NR5A2 inverse agonism in reporter assay; O00482; HEK293T StAR-luciferase reporter, LRH-1 transfected, 24 h; inhibition, % at 3.6 µM; hit rate 0.13% among 360,000;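 active = inhibition above the mean inhibition of all tested compounds plus 3 SD, cut at about 73% in these data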;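 also: 0% = DMSO wells and 100% = reporter-only cells lacking LRH-1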
Target sequence (O00482 whole entry, looked up): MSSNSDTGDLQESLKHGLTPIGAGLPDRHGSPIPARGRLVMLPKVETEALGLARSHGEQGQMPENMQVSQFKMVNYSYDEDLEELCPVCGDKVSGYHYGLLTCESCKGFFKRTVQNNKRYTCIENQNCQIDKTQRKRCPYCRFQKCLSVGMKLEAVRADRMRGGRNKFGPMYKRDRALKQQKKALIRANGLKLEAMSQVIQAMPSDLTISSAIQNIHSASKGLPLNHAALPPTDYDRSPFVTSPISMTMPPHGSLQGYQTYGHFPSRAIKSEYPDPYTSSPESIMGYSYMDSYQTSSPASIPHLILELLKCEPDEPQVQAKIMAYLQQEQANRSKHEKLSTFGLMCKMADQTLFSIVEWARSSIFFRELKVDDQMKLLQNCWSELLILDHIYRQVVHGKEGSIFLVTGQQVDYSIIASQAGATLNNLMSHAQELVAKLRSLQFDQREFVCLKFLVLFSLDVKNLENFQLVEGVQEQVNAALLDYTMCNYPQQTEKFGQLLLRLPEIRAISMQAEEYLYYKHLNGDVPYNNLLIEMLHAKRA
ABHD5-PLIN5 inh – ABHD5-PLIN5 protein interaction inhibition; Q00G26+Q8WTS1; Split G. princeps luciferase complementation, luminescence, 4 h; inhibition, % at 4 µM; hit rate 0.78% among 360,000;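 active = inhibition above the mean inhibition across every tested compound plus 3 SD, cut at about 22% in these data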;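 also: 0% = DMSO only wells and the 100% control is not disclosed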
NCOA2 inhibitor – inhibits human steroid receptor coactivator 2; hit rate 0.17% among 370,000; HEK293 GAL4-SRC2 luciferase reporter, luminescence; inhibition, % at 9 µM;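 active = inhibition above the mean inhibition of all tested compounds plus 3 SD, set per campaign, cut at about 52% in these data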;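 also: 0% = DMSO treated cells and 100% = cells given Gossypol at 36 µM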
LMP1 NFkB inh – reduces LMP1-driven NF-kappaB luciferase signal; LMP1-induced NF-kappaB luciferase reporter cells, luminescence; hit rate 0.69% among 350,000; AID 504558; inhibition, % at 12.5 µM; in the data active = inhibition above about 41%;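 also: 0% = neutral control wells and 100% = reference inhibitor control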
SRC1 inh – inhibitors of human steroid receptor coactivator 1 (SRC1); hit rate 0.12% among 360,000; HEK293 GAL4-SRC1 luciferase reporter, luminescence; Q15788; AID 588354; inhibition, % at 3.6 µM;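 active = inhibition above the campaign mean plus 3 SD, with each screening campaign given its own cutoff, cut at about 60% in these data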;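 also: 0% = DMSO treated cells and 100% = gossypol at 36 µM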
Numbers without * were called inactive; . = not tested or not shown.

Structure	MC4R antagonist	COUP-TFII inh	MC4R barr agon	SRC3 inh	NOD2 RIPK2 PPI	TLR9-MyD88 inh	LRH-1 inv ag	ABHD5-PLIN5 inh	NCOA2 inhibitor	LMP1 NFkB inh	SRC1 inh
CCCC(=O)N1CCCC1(C)C(=O)NCc1c(F)ccc(C)c1F (configuration not stated)	10.4	1.4	-2.8	-5.1	10.0	.	11.5	-6.5	16.0	.	4.0
O=C(Nc1cccc(S(=O)(=O)C(F)(F)F)c1)[C@@H]1O[C@H](CO)[C@@H](O)[C@H]1O	4.3	-1.2	-2.0	-13.5	13.3	.	4.7	-1.7	2.6	.	-44.4
CCCCn1nnnc1C(c1ccccc1)N1CCN(c2c(Cl)cncc2Cl)CC1 (configuration not stated)	.	8.7	.	.	4.1	.	-7.8	2.9	32.7	.	.
O=C(CN1CCN(C(=O)CN2C(=O)NC3(CCCC3)C2=O)CC1)Nc1cccc(F)c1	10.9	7.4	0.5	-11.5	5.0	-3.2	-0.9	1.9	-27.6	-4.3	7.5
CCOc1nc(C)ccc1-c1noc(CC)n1	0.1	-7.8	-2.1	0.2	-0.6	-1.2	13.5	3.4	-6.5	-8.5	-11.8
O=C(c1ccc2c(c1)OCO2)C1CCCN(Cc2ccc3cccc(F)c3n2)C1 (configuration not stated)	8.4	-1.8	-1.1	-0.4	-4.1	7.2	-6.0	8.5	1.0	-7.3	-8.6
Oc1ccc(Nc2ccc3ccccc3c2)cc1	1.8	-0.7	-1.4	-26.3	4.9	.	-12.8	-37.7	-20.6	.	-30.4
O=C1C=C(c2ccc(OC(F)(F)F)cc2)C[C@@H](c2ccc(F)cc2)C1	19.6	.	0.5	9.8	5.5	-8.5	-15.2	2.2	.	-9.5	-1.1
NS(=O)(=O)c1ccc(NC(=O)c2ccc(-c3ccccc3)cc2)cc1	8.2	5.2	-3.1	9.0	4.5	.	1.0	0.0	-8.6	-5.6	-0.6
COC(=O)c1cccc(N(C(=O)c2ccco2)C(C(=O)NC2CCCC2)c2ccc(N3CCOCC3)cc2)c1 (configuration not stated)	4.9	8.2	-1.1	3.2	-0.4	-15.6	16.0	-0.5	12.7	2.6	0.2

(continued)
Structure	MC4R antagonist	COUP-TFII inh	MC4R barr agon	SRC3 inh	NOD2 RIPK2 PPI	TLR9-MyD88 inh	LRH-1 inv ag	ABHD5-PLIN5 inh	NCOA2 inhibitor	LMP1 NFkB inh	SRC1 inh
O=C(CSCc1ccc(F)cc1)Nc1ccccc1	5.1	1.1	-1.4	-12.8	-13.0	2.2	-9.9	-3.9	-9.5	-1.1	-3.8
CC(C)NC(=O)CN1C(=O)C(C)(C)Oc2ccc(C(=O)NC3CCCCC3)cc21	8.1	-4.8	-1.1	-9.3	-1.2	-13.4	14.9	4.2	-2.7	-6.2	-26.7
CC(C(=O)N1CCc2ccccc21)N(C)CC(=O)Nc1cccc(F)c1 (configuration not stated)	4.4	10.0	-1.2	7.4	-4.3	-3.3	9.3	4.1	-13.7	-1.6	3.9
CSc1ccccc1NC(=S)NC1CCCCC1	16.6	14.2	0.7	2.2	1.1	-2.1	-15.0	-6.6	-1.9	-0.7	-22.8
COCCN(C(=O)c1ccc(OCC(C)C)cc1)c1c(N)n(Cc2ccccc2)c(=O)[nH]c1=O	2.8	0.1	0.5	18.2	-7.8	7.5	2.4	-4.7	-22.5	2.4	5.2
CCCCOc1ccc(C(O)(CCC)CCN2CCOCC2)cc1 (configuration not stated)	0.2	15.4	0.1	6.5	-10.6	-10.9	3.0	-0.7	-31.3	3.9	-6.4
O=C1NC[C@H](CCCCN2C[C@H](Cc3ccc(O)cc3)N(CC3CCCCC3)C(=O)C2=O)N(Cc2ccccc2)C1=O	.	10.4	.	.	2.4	.	6.4	-0.1	-3.7	.	.
Cc1nn(C)c(C)c1S(=O)(=O)N(CC(=O)NCCN1CCOCC1)c1ccc(C(C)C)cc1	-4.8	-3.0	0.0	-36.5	3.0	-2.6	-13.4	-5.9	-8.1	-5.3	-12.8
CN1CCN(c2ccc3c(c2)OC[C@H](Cc2ccccc2)NS3(=O)=O)CC1	.	19.1	.	.	-7.5	.	-3.9	4.7	12.4	.	.
COCCN(C(=O)COC(=O)Cc1cccc2ccccc12)c1c(N)n(Cc2ccccc2)c(=O)[nH]c1=O	6.6	-22.8	-2.6	-14.2	-5.0	-0.2	0.6	4.3	15.2	-11.6	-4.3

Following part
Structure	MC4R antagonist	COUP-TFII inh	MC4R barr agon	SRC3 inh	NOD2 RIPK2 PPI	TLR9-MyD88 inh	LRH-1 inv ag	ABHD5-PLIN5 inh	NCOA2 inhibitor	LMP1 NFkB inh	SRC1 inh
CC(C)n1c(CNC(=O)c2ccccc2F)nnc1SCC(=O)NC1CCCCC1	-0.5	-9.5	-1.4	2.2	10.4	-2.2	-13.6	-1.9	12.8	-0.2	-6.6
CC1(C)COC(c2cccc([N+](=O)[O-])c2)OC1	7.9	1.5	-3.0	-6.8	11.1	-5.0	-8.4	-6.9	7.5	1.3	4.5
Cc1cccc(NC(=O)CNCC(=O)Nc2cccc(C)c2C)c1C	14.7	0.1	-0.9	2.7	-1.6	11.2	-12.5	-4.5	-10.9	-8.8	-20.4
O=C(COC(=O)c1ccc2c(c1)OCCO2)NCCC1=CCCCC1	0.8	-17.2	-0.5	-9.8	4.0	-0.2	-3.0	1.7	-10.7	-6.7	-32.0
O=C(CCc1nc2ccccc2[nH]c1=O)OCC(=O)N1CCc2ccccc21	-9.6	7.8	1.0	12.5	5.1	-12.0	-13.5	2.2	17.6	-28.4	-1.8
CNS(=O)(=O)c1cccc(C(=O)OCC(=O)c2ccc3[nH]c(=O)[nH]c3c2)c1	0.9	9.2	-1.0	-8.8	-3.4	0.1	-35.7	-6.1	-23.8	-8.3	-3.2
FC(F)(F)c1cccc(-c2noc(CN3CCOCC3)n2)c1	0.6	-20.3	-1.0	-1.8	2.6	-1.3	-14.8	-0.9	-35.4	-2.8	-17.0
Cc1ccc2nc(N(CCN(C)C)C(=O)C3=COCCO3)sc2c1	-6.8	-11.9	-2.9	9.6	-12.6	-8.9	-20.6	3.9	-46.7	2.6	-11.5
COc1ccc2[nH]c(C(=O)O)c(CCN3C(=O)c4cccc([N+](=O)[O-])c4C3=O)c2c1	-0.3	-7.8	-1.5	-10.3	-18.0	0.2	0.7	5.2	-17.1	1.4	1.4
Cc1cccc(NC(=O)CCSc2nnc(Cc3ccccc3)o2)c1	3.2	-6.8	-3.6	1.7	3.7	9.3	-0.3	4.4	-21.4	2.6	2.4

(further entries)
Structure	MC4R antagonist	COUP-TFII inh	MC4R barr agon	SRC3 inh	NOD2 RIPK2 PPI	TLR9-MyD88 inh	LRH-1 inv ag	ABHD5-PLIN5 inh	NCOA2 inhibitor	LMP1 NFkB inh	SRC1 inh
O=C1C(Cl)=C(NCCCN2CCOCC2)C(=O)c2ccccc21	-22.6	7.4	-2.8	-0.8	3.7	-6.1	23.4	-4.3	-5.3	-11.9	-4.0
CN(CC(=O)Nc1cccc(F)c1)C(=O)CN1C(=O)C2CCCCC2C1=O (configuration not stated)	2.0	-11.0	-0.5	22.2	0.9	6.1	6.0	-8.5	-1.5	-1.8	-26.3
Cc1ccc(NC(=O)C2CCN(S(=O)(=O)c3c(C)noc3/C=C/c3ccco3)CC2)nc1	1.4	39.0*	0.4	13.9	-2.4	7.8	2.3	0.7	38.7	10.7	20.6
CCN(c1ccccc1)S(=O)(=O)c1ccc(C(=O)N(CCCN(C)C)c2nc3cc4c(cc3s2)OCO4)cc1	10.1	4.4	-0.2	-5.4	4.4	3.8	-16.9	14.7	-9.6	-5.5	-3.2
O=C(N[C@@H](Cc1ccccc1)C(=O)OCC(=O)N1CCOCC1)c1cccs1	12.9	-2.0	-1.3	-15.1	4.3	1.7	-7.2	-0.7	8.0	-9.1	1.7
C=CCNC(=O)COC(=O)c1ccc(Cl)c(S(=O)(=O)N(Cc2ccccc2)c2ccccc2)c1	12.3	-2.2	-0.9	1.6	-3.3	4.8	9.1	-1.2	-8.4	5.6	-7.9
Cc1c(Cl)c([N+](=O)[O-])nn1Cc1ccc(C(=O)NN)o1	2.5	-10.2	-0.2	5.4	-13.8	.	-19.2	6.8	-8.6	3.7	-15.6
Cc1ccc(C)c(N2CCN(C(=O)CCCn3c(=S)[nH]c4cc5c(cc4c3=O)OCO5)CC2)c1	-5.5	9.2	4.8	-25.9	3.9	-7.1	-2.5	14.3	-1.5	9.8	4.1
CC(C)C[C@H]1CN(CCCC[C@@H]2CNC(=O)C(=O)N2Cc2ccccc2)C(=O)C(=O)N1CCC1CCCCC1	.	-12.2	.	.	3.2	.	13.7	7.9	-9.6	.	.
O=C1CN(C(=O)CSc2nc(-c3ccc(Cl)cc3)cs2)c2ccccc2N1	30.7*	14.9	2.4	14.6	-4.0	-4.2	1.0	-2.6	-8.9	22.1	-10.9

New compounds follow.
Structure	MC4R antagonist	COUP-TFII inh	MC4R barr agon	SRC3 inh	NOD2 RIPK2 PPI	TLR9-MyD88 inh	LRH-1 inv ag	ABHD5-PLIN5 inh	NCOA2 inhibitor	LMP1 NFkB inh	SRC1 inh
Nc1nnnn1CC(=O)N/N=C/c1ccccn1	-3.4	-12.2	-0.4	6.9	-5.5	.	-8.0	-1.1	13.2	-0.5	-8.4
Cc1ccc(OCCn2cc(/C=C(\C#N)C(=O)NCC3CCCO3)c3ccccc32)cc1C (configuration not stated)	13.1	-2.4	0.1	9.2	-3.3	4.6	11.3	3.6	-19.7	5.7	-1.6
CCCn1cnc2c(SCc3ccccn3)nc(N)nc21	-6.2	-19.1	-1.0	-22.3	-9.2	-10.9	-8.6	-3.2	-2.0	3.1	-4.7
NC(=O)/C(=N\O)c1ccccc1	-6.8	6.0	0.1	4.8	-2.7	-3.1	6.0	0.2	-4.0	10.8	10.7
CCO[C@@H]1c2c(ccc3ccc(=O)oc23)OC(C)(C)[C@@H]1O	-0.4	-5.1	-1.2	-4.6	2.4	-7.1	-13.0	0.4	16.0	-0.9	-14.7
O=C(N/N=C/c1ccc(-c2ccccc2[N+](=O)[O-])o1)[C@H]1C[C@@H]1c1ccccc1	8.4	-7.6	-0.7	-1.0	-1.8	-9.4	21.2	-36.2	-17.7	-21.9	-43.3

This is a subset; count on the stated rates, not on these rows.
